Lipid storage S3: qHTS Assay for Lipid Storage Modulators in Drosophila S3 Cells | Drosophila S3 cells, BODIPY lipid droplet fluorescence, 18-24 h; cells fed with added oleic acid | lipid storage change, negative = inhibition, % at the top dose, mostly 46.1 µM; hits show Potency in µM | 0.64% of 320,000 active; active = well fitted inhibition curve with a large enough effect in the signal ratio, with a control signal flat, not every such curve was filed as active; inconclusive = small, poorly fitted or top-dose-only effect, or effect the other way, or a change in a side signal; the % refers to the signal ratio
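Drosophila S3 cells got compounds at several concentrations plus oleic acid (400 uM solution). Laser-scanning cytometry with 488 nm excitation read lipid droplets at 500-530 nm and cells at 575-640 nm. Percent activity was relative to 20 uM Triacsin C.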
Lipid storage S3 cell count max: recorded beside Lipid storage S3, whose call it bears; cell number change, %; measured here: cell count max response;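 cells counted by Cell Tracker Red CMTPX staining in the red channel; peak over a dose series mostly up to 46.1 µM; percent activity relative to internal control wells on each plate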
* marks the source's active call; other numbers are inactive results; i = inactive; ? = inconclusive; / = not tested or not shown. % is scaled to controls: 0 for no effect and ±100 for the full control effect; potency is read from the fitted curve at half-maximal effect. An excerpt (hit frequency here may not be typical).

SMILES	Lipid storage S3	Lipid storage S3 cell count max
CCn1c2ccccc2c2cc(NC(=O)CSc3nnc(-c4ccccc4OC)n3N)ccc21	?	/
COc1ccc(CN2CCC(C(=O)Nc3ccc(Oc4ccccc4)nc3)CC2)cc1F	?	/
CC1(C)CC2CC(C)(CN2C(=O)COC(=O)c2cncc(Br)c2)C1 (stereo not drawn)	?	/
Cc1cccc(/C=C/c2onc(C)c2S(=O)(=O)N2CCC(C(=O)N3CCC(C)CC3)CC2)c1	24.7%	/
CCc1ccc(-c2nc(CN3CCC(C(=O)NCc4ccco4)CC3)c(C)o2)cc1	7.7%	-15.2
COc1ccc(Cc2c(Cl)ncnc2Cl)cc1	18.4µM*	-13.7*
O=C(Nc1cccc(S(=O)(=O)C(F)F)c1)c1ccc(Cl)c(S(=O)(=O)N2CCOCC2)c1	?	/
O=C(CN1CCN(S(=O)(=O)c2cccc(F)c2)CC1)Nc1ccnn1C1CCCC1	13.6%	9.8
CC(=O)c1ccc(NC(=O)CSc2nnc(NC(=O)c3ccco3)s2)cc1	3.9%	15.7
CCOC(=O)c1nnc(-c2ccccc2)nc1NCc1ccccc1	13.3%	8.8
CC(CN1CCCC1)C(=O)NN (stereo not drawn)	?	/
Cc1ccc(CC(=O)Nc2ccccc2N2CCOCC2)cc1C	i	-3.4
Cc1ccc(NC(=O)NCCN2CCCCC2)cc1Cl	i	-0.6
O=C1NC(=S)S/C1=C/c1ccc(OC(=O)c2ccco2)cc1	?	/
COc1ccc(-c2oc(NC(=O)CSc3ncn[nH]3)c(C#N)c2-c2ccc(OC)cc2)cc1	5.6%	-0.4
COc1cc(CNC(=O)c2ccc3oc(C(C)C)nc3c2)cc(OC)c1	?	/
COc1ccc(NC(=O)COc2ccc(C(=O)c3ccc(F)cc3)cc2)cc1S(N)(=O)=O	?	/
CCN(CC)CCn1c2c(c(SCC(=O)Nc3nc4ccc(C)cc4s3)nc1=O)CCC2	5.7%	3.5
Cc1cc(NS(=O)(=O)c2ccc(NC(=S)NC(=O)c3ccccc3)cc2)no1	7.9%	2.6
Cc1cc2oc(=O)cc(CN3CCCCC3C)c2c(C)c1Cl (stereo not drawn)	?	/
CC(C)c1ccc(C2CC(=O)N3CN(C)CSC3=C2C#N)cc1 (stereo not drawn)	?	/
CCOc1ccccc1NC(=O)c1ccc2c(c1)C(=O)N(CC)C2=O	?	/
CC(=O)c1sc(NC(=O)c2ccccc2F)nc1-c1ccccc1	?	/
Cc1cc2c(nn1)CCc1c-2no[n+]1[O-]	?	/

Quoted at random: 3 entries already listed.
SMILES	Lipid storage S3	Lipid storage S3 cell count max
CC(=O)c1sc(NC(=O)c2ccccc2F)nc1-c1ccccc1	?	/
CCN(CC)CCn1c2c(c(SCC(=O)Nc3nc4ccc(C)cc4s3)nc1=O)CCC2	5.7%	3.5
CCOc1ccccc1NC(=O)c1ccc2c(c1)C(=O)N(CC)C2=O	?	/

(more compounds)
SMILES	Lipid storage S3	Lipid storage S3 cell count max
OC1(CC#CCN2CCCCC2)c2ccccc2-c2ccccc21	5.5%	10.8
CC[n+]1c(/C=C2/C=C(C)CC(C)(C)C2)sc2ccc(OC)cc21	?	/
Cc1ccc2oc(-c3cccc(N)c3)nc2c1	-2.3%	8.2
CCOC(=O)c1nnn(-c2nonc2N)c1-c1ccc(F)cc1	?	/
CCCSc1nsc(NC(=O)C(c2ccccc2)c2ccccc2)n1	?	/
COc1ccccc1OCc1nnc(SCC(=O)Nc2ccc(C)cc2)n1C	?	/
CC(C)C(=O)Nc1ccc2c3c(cccc13)CC2	8.4%	-10.4
CCOC(=O)CSC1=NC(=O)/C(=C/c2ccc(OC)cc2)S1	?	/
CNC(=O)c1cc(C(=O)c2ccccc2Br)c[nH]1	-12.1%	-14.4
O=C(CSc1nnc(-c2ccc(O)cc2)o1)N1CCOCC1	2.9%	-17.1
COC(=O)c1nnn(CC(=O)Nc2cccc(OC)c2)c1C(=O)OC	2.4%	0.2
CC(=O)N1CCN(C(=O)C2(NC(=O)Nc3ccc(C)cc3)CCCCC2)CC1	i	4.6
Cc1cc(C(F)(F)F)n2ncc(-c3ccc(F)cc3)c2n1	?	/
CCOC(=O)N1CCN(C(=O)C2CCN(S(=O)(=O)N(CC)CC)CC2)CC1	?	/
O=C(N/N=C/c1ccccn1)c1ccc(NC(=O)c2cccc([N+](=O)[O-])c2)cc1	?	/
CC1CCN(CCCNC(=O)C2CCC(=O)N2C2CCCC2)CC1 (stereo not drawn)	-1.1%	1.3
Cc1c(NC(=O)CSc2nnc3c4ccccc4n(CCc4ccccc4)c3n2)c(=O)n(-c2ccccc2)n1C	-3.2%	15.1
C=CCOc1ccc(Cl)cc1CNC1CCCC1	?	/
O=C(O)c1[nH]c2ccc(Cl)cc2c1CC(=O)N1CCN(C(=O)c2ccco2)CC1	?	/
CC(C)CC(=O)Nc1nc2c(c(=O)[nH]1)CCCC2	?	/
COc1cccc(-n2nc3c(=S)[nH]nc(C)c3c2C)c1	9.3%	9.6
O=C(Nc1ccc(Cn2ccnc2)cc1)c1cccc(C(F)(F)F)c1	?	/
CN1CC2(C)CN(C(c3ccccc3)c3ccccc3)CC(C)(C1)C2O (stereo not drawn)	3.7%	2.2
CCOC(=O)c1c(-c2ccncc2)csc1N	-26.3%	29.8
Cc1cccc(C2Nc3ccccc3C(=O)N2c2ccc(F)cc2)n1 (stereo not drawn)	-10.0%	-6.3
OC12CCCCC1C(c1ccc3c(c1)OCO3)N(Cc1ccc(F)cc1)CC2 (stereo not drawn)	26.3%	0.8
COc1cc2c(cc1OC)CN(C(=O)c1ccncc1)CC2	0.0%	-8.0
COc1ccc(-c2cn(-c3ccc(C)c(C)c3)c(=S)[nH]2)cc1OC	?	/
CCc1ccc(OCCOCC(O)CN(CCO)CCO)cc1 (stereo not drawn)	?	/
CCOC(=O)c1c(N)c(C#N)c2n1CCCCC2	?	/
O=C(Nc1ccccc1N1CCCC1)c1ccccc1F	-23.8%	/
COc1ccc(C(=O)/C(=C/c2cccs2)c2nc3ccccc3o2)cc1	i	/
CNC(=O)CC12CC3CC(CC(C3)C1)C2	?	/
O=C(CCN1CCC(c2ccccc2)C1)c1ccccc1 (stereo not drawn)	2.4%	0.1
O=[N+]([O-])c1cccc(Cl)c1NCCNc1ncc(C(F)(F)F)cc1Cl	11.6%	-5.2
O=S1(=O)CCC(NC(=S)N2CCCCCC2)C1 (stereo not drawn)	8.9%	16.3

A second format for some results above.
Below each SMILES: Lipid storage S3	Lipid storage S3 cell count max
> Cc1cccc(C2Nc3ccccc3C(=O)N2c2ccc(F)cc2)n1 (stereo not drawn)
 : -10.0%	-6.3
> CCc1ccc(OCCOCC(O)CN(CCO)CCO)cc1 (stereo not drawn)
 : ?	/
> O=[N+]([O-])c1cccc(Cl)c1NCCNc1ncc(C(F)(F)F)cc1Cl
 : 11.6%	-5.2

Remaining list, next part.
SMILES	Lipid storage S3	Lipid storage S3 cell count max
FCCCOc1ccc(-c2ccnc3ncnn23)cc1	?	/
Cc1ccc(C)c(N2CCN(c3nc4ccccc4c(=O)n3Cc3ccccc3)CC2)c1	?	/
COc1cccc(/C=C2/SC(=S)N(CC(=O)NNC(=O)c3ccccc3O)C2=O)c1	?	/
CCOC(=O)c1ccc(NC(=O)COc2ccccc2CNCCO)cc1	-11.5%	-10.8
CC1CCCCC1NC(=O)c1cc2ccccc2o1 (stereo not drawn)	?	/
CC(=O)/C(=C(/O)c1ccccc1)c1nc2ccccc2[nH]1	?	/
COC(=O)c1cc2ccsc2n1CC(=O)N(C)c1ccccc1	?	/
N#C/C(=C\c1ccc[nH]1)C(=O)N1CCCCC1	4.9%	14.9
CCOC(=O)CN1CC23C=CC(O2)C(C(=O)NC2CCCCC2)C3C1=O (stereo not drawn)	?	/
O=C(Nc1cccnc1)c1cc(-c2cccc(Br)c2)nc2ccccc12	?	/
CC1CCC(NC(=O)CC(NC(N)=O)c2ccccc2Cl)CC1 (stereo not drawn)	18.0%	-5.2
Cc1cc(NC(=O)CCC(=O)N(CC(=O)NC2CCCC2)c2ccc(Cl)c(Cl)c2)no1	i	17.9

Single records, from the list above. Values in the order: Lipid storage S3	Lipid storage S3 cell count max
Cc1ccc(C)c(N2CCN(c3nc4ccccc4c(=O)n3Cc3ccccc3)CC2)c1 is entered as ?	/
CC[n+]1c(/C=C2/C=C(C)CC(C)(C)C2)sc2ccc(OC)cc21 is entered as ?	/
FCCCOc1ccc(-c2ccnc3ncnn23)cc1 is entered as ?	/

More entries:
SMILES	Lipid storage S3	Lipid storage S3 cell count max
COc1ccc(CC(=O)N2CCN(S(=O)(=O)c3ccc(Cl)s3)CC2)cc1	8.2%	3.3
CCOc1cc(NC(=S)NCCCOC)c(OCC)cc1NC(=O)c1cccs1	12.6%	8.3
CCSc1ccccc1C(=O)N1CCN(c2ccc([N+](=O)[O-])cc2)CC1	-7.1%	-12.8
COc1ccccc1NC(=O)CCN1CC(C)OC(C)C1 (stereo not drawn)	-0.3%	-5.8
O=C(CCC1CCCCC1)Nc1ncn[nH]1	?	/
CC1(C)CC(=O)C(C2C3=C(CC(C)(C)CC3=O)Oc3c(Br)cc(Br)cc32)=C(O)C1 (stereo not drawn)	?	/
CCCCN(Cc1nc2ccccc2c(=O)[nH]1)C(=O)c1nn(C)c(=O)c2ccccc12	?	/
O=C(Nc1cccc(CCc2ccccn2)c1)c1ccc(Cl)cc1	?	/
O=C(COC(=O)c1n[nH]c2ccccc12)c1cccc(Br)c1	?	/
Cc1ccc(N(Cc2cc(=O)[nH]c3ccccc23)C(=O)C(C)C)cc1	?	/
CCOC(=O)c1c(-c2ccccc2)nc2ccccn12	-7.2%	16.3
COc1cccc(/C=C/c2ccc3ccccc3n2)c1OC(C)=O	?	/
Cc1nnc(SCC(=O)N(C2CCCCC2)C2CCS(=O)(=O)C2)n1N (stereo not drawn)	?	/
O=C(NCc1ccccc1)C1=C[C@@H](c2csc3ccccc23)C[C@@H](OCc2ccc(CO)cc2)O1	-21.4%	-8.2
CCn1c(C(=O)N2CCC(C(=O)N3CCN(c4ccccn4)CC3)CC2)cc2sccc21	?	/
O=C(COc1ccc(/C=N/NS(=O)(=O)c2ccccc2)cc1)N1CCOCC1	-1.2%	-10.9
CC(Sc1ncc(C(F)(F)F)cc1Cl)C(=O)NC(N)=O (stereo not drawn)	?	/
COc1cccc(NC(=O)CN(C)C(=O)c2ccc3c(c2)CC(c2ccccc2)OC3=O)c1 (stereo not drawn)	?	/
Cc1cccc(C)c1OCc1cc(C(=O)N2CCCC2c2nonc2C)no1 (stereo not drawn)	?	/
O=C1CSC(=S)N1/N=C/c1ccc(O)c(O)c1O	-2.6%	-0.9
Cc1ccc(Cn2c(SCC(=O)NCC3CCCO3)nc3c2c(=O)n(C)c(=O)n3C)cc1 (stereo not drawn)	-4.7%	4.2
COc1ccccc1CNC(=O)c1ccc(SC)cc1OC	-6.3%	/
CCC(=O)Nc1cc2nn(-c3ccc(OC)cc3)nc2cc1C	?	/
CCCn1nnc(NC(=O)c2cc(Br)cc(Br)c2OC)n1	17.1%	-17.5

Five compounds already listed, sorted by the value under Lipid storage S3, descending:
SMILES	Lipid storage S3	Lipid storage S3 cell count max
O=C(COc1ccc(/C=N/NS(=O)(=O)c2ccccc2)cc1)N1CCOCC1	-1.2%	-10.9
O=C1CSC(=S)N1/N=C/c1ccc(O)c(O)c1O	-2.6%	-0.9
Cc1ccc(Cn2c(SCC(=O)NCC3CCCO3)nc3c2c(=O)n(C)c(=O)n3C)cc1 (stereo not drawn)	-4.7%	4.2
COc1ccccc1CNC(=O)c1ccc(SC)cc1OC	-6.3%	/
O=C(NCc1ccccc1)C1=C[C@@H](c2csc3ccccc23)C[C@@H](OCc2ccc(CO)cc2)O1	-21.4%	-8.2

Additional structures follow.
SMILES	Lipid storage S3	Lipid storage S3 cell count max
O=C(Nc1ccc(S(=O)(=O)N2CCCCC2)cc1)C1CC(=O)N(c2ccc(Cl)cc2)C1 (stereo not drawn)	?	/
CC(C(=O)N1CCc2ccccc2C1)N1C(=O)c2ccccc2C1=O (stereo not drawn)	-0.1%	11.9
COc1ccc(CCn2c(-c3ccc(C(C)(C)C)cc3)n[nH]c2=S)cc1OC	?	/
N#CCC(=O)Nc1ccc(C(=O)NCC2(N3CCOCC3)CCCCC2)cc1	?	/
CCCCC1(C)NC(=O)c2c(C)sc(C(=O)OCC)c2N1 (stereo not drawn)	?	/
CCOc1ccccc1OCC(=O)NCc1ccco1	?	/
C=CCNc1nnc(C)c2ccccc12	?	/
CCOC(=O)c1sc2nc(N3CCOCC3)c3c(c2c1N)CCN(Cc1ccccc1)C3	i	23.6
COC(=O)c1cccc(NC(=S)N2CCN(C)CC2)c1	?	/
COc1ccc(C(=O)NNC(=O)CSc2nnc(-c3cccnc3)o2)cc1	-12.9%	1.4
Cc1ccc(NC(=O)OCc2cccs2)cc1	?	/
CC(=O)Nc1c(C(N)=O)oc2ccc(Cl)cc12	?	/
CC(CCc1ccccc1)NC(=O)CN1CCN(Cc2ccccc2)C1=O (stereo not drawn)	20.9%	6.7
CC(C)NC(=O)c1cccc(Cn2cc(Cl)cn2)c1	?	/
CCN(CC)CCN1C(=O)C(O)=C(C(=O)c2sc(C)nc2C)C1c1cccnc1 (stereo not drawn)	11.1%	6.4
O=C(c1cccc(Br)c1)N1CCN(C2=NS(=O)(=O)c3ccccc32)CC1	7.9%	/
Cc1ccc(O)c(C2=NNC(c3ccc(Cl)cc3)C2)c1 (stereo not drawn)	-0.9%	-5.5
CC(=O)c1ccc(NC(=O)/C(=C\c2ccccc2)NC(=O)c2ccco2)cc1	-0.1%	5.7
CCCCCCSc1ccc([C@H]2N[C@@](CC(C)C)(C(=O)OC)[C@H]3C(=O)N(C)C(=O)[C@@H]23)cc1OC	10.6%	15.8
Cc1cc(Cl)c(OCCCN2CCCCC2)c(Br)c1	?	/
COc1ccc(/C=C(/NC(=O)c2cccc([N+](=O)[O-])c2)C(=O)O)cc1	-0.3%	4.2
